Bioassay records deposited in PubChem BioAssay by several laboratories.
CAL PDZ inh – inhibitors of human CAL PDZ peptide binding; inhibition, % at 20 µM; actives 0.02% (n = 330,000); purified CAL PDZ, TMR-peptide fluorescence polarization, 1 h; AID 504414; Q9HD26;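 active = highest replicate inhibition of at least 40%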;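 note: plate controls were DMSO neutral control wells for no effect and unlabeled competitor peptide control wells for full effect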
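System: tagged CAL PDZ domain. Schedule: 1 h room-temperature incubation prior to read. Signal: fluorescence polarization (mP). Measure: percent inhibition from loss of millipolarization.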
phage Ecoli inh – E. coli growth loss with phage present; actives 0.26% (n = 360,000); inhibition, % at 11.9 µM; AID 651602; growth absorbance; in the data active = inhibition above about 11%
AddAB inh – less growth of phage-infected E. coli with AddAB | actives 0.29% (n = 330,000) | E. coli expressing H. pylori AddAB, absorbance growth | inhibition, % at 11.9 µM; in the data active = inhibition above about 12%;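 note: 0% = vehicle wells of infected cells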
PfHsp90 set2 – inhibits growth of yeast expressing Plasmodium falciparum Hsp90; S. cerevisiae expressing PfHsp90, BacTiter-Glo ATP, 48 h; yeast lacking PDR1 and PDR3 efflux regulators; inhibition, % at 9.4 µM; actives 0.32% (n = 310,000);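 active = every replicate shows inhibition above about 80%, whatever the replicate mean, limit read from the data; inconclusive = mean inhibition reaches the set limit but some replicate falls short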;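 note: 0% = DMSO neutral controls and 100% = 20 µM radicicol positive controls; yeast relying on Plasmodium falciparum Hsp90 in place of its own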
E coli growth – bacterial growth inhibition, counter-screen for AddAB inhibitors | AID 449728 | actives 0.27% (n = 330,000) | E. coli V3065 growth, OD600 absorbance, 18 h | inhibition, % at 11.9 µM;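 active = inhibition above the campaign's mean inhibition across all tested compounds plus 3 SD, cut at about 9.9% in these data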;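 note: uninfected addAB+ strain grown without phage in ampicillin broth; 0% = DMSO wells and 100% = ciprofloxacin 0.95 µg/ml wells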
PvdQ acylase – P. aeruginosa PvdQ acylase inhibition. actives 0.063% (n = 340,000). inhibition, % at 10 µM. purified PvdQ acylase, fluorescence plate reader; in the data active = inhibition above about 30%, passing the limit was not always enough; inconclusive = no clear call, values can overlap the other calls;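 note: 0% = vehicle neutral wells and 100% = reference inhibitor wells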
Wnt act – activates Wnt/beta-catenin signaling in a reporter cell assay. activation, % at 9.35 µM. actives 1.2% (n = 300,000). activator, plate reader; in the data active = activation above about 30%, passing the limit was not always enough; inconclusive = no clear call, values can overlap the other calls;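 note: 0% = neutral control wells and 100% = positive control wells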
Tat transport – E. coli Tat transport inhibition; E. coli MC4100 TorA-mCherry Tat export, fluorescence; inhibition, % at 10 µM; actives 0.036% (n = 340,000); AID 488895;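 active = mean replicate inhibition at least 50% and at least half of replicates individually reaching 50%; inconclusive = only one of the two criteria met; inactive = neither criterion met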;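 note: exported cargo escapes ClpAP degradation while cytoplasmic cargo is degraded and loses fluorescence; 0% = median of neutral control wells and 100% = median of NaSCN control wells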
DAGLB inhibitor – blocks human DAGLB lipase activity. HEK293T DAGLB membrane lysate, EnzChek fluorogenic substrate. Q8NCG7. actives 0.059% (n = 340,000). inhibition, % at 5.17 µM; in the data active = inhibition above about 34%;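 note: 0% = enzyme with vehicle and 100% = wells lacking enzyme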
Target sequence (Q8NCG7 whole entry, looked up): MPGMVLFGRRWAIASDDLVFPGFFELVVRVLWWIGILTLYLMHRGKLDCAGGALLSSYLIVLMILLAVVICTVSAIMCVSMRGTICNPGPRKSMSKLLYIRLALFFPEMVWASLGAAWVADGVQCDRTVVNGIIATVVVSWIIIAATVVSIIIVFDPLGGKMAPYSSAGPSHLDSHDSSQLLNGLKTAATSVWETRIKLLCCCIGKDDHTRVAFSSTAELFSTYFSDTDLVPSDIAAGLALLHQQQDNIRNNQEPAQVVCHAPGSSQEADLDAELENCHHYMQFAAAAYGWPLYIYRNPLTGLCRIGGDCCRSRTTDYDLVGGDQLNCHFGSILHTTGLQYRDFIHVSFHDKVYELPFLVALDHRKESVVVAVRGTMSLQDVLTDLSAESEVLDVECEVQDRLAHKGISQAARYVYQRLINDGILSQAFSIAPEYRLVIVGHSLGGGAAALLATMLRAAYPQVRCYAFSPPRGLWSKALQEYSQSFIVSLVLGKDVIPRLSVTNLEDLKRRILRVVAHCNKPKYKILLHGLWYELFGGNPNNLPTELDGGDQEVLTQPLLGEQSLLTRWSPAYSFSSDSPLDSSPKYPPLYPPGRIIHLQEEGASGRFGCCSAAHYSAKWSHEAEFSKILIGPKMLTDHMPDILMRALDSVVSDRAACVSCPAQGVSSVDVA
Rtt109 Vps75 – inhibitors of Candida albicans Rtt109/Vps75 histone acetyltransferase | actives 0.16% (n = 330,000) | purified Rtt109/Vps75, ThioGlo CoA-SH fluorescence, 4 h | Q5AAJ8 | inhibition, % at 34.9 µM;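 active = inhibition of at least 50% in every replicate; inconclusive = best replicate reaches 50% inhibition but some replicates fall short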
Target sequence (Q5AAJ8 whole entry, looked up): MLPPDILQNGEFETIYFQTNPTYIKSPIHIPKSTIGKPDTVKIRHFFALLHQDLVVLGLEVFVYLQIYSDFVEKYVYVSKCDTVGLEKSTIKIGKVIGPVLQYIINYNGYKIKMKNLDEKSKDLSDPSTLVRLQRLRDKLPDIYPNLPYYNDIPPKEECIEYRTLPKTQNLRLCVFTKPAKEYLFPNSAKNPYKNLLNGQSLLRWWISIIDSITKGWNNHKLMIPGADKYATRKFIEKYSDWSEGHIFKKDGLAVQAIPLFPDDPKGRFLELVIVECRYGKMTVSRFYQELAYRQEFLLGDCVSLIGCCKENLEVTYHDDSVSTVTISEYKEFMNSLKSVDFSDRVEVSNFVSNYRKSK
Active calls of the source: *; ? = inconclusive; / = not tested or not shown.

1: Cn1nc(C(=O)NC2CCCc3ccccc32)ccc1=O (configuration not stated)
2: Fc1ccc(CSc2nnc(-c3cccs3)o2)cc1
3: COc1ccccc1NC(=O)CN1CCN(S(=O)(=O)c2ccc(Br)cc2)CC1
4: O=C(Nc1nc(-c2cccnc2)cs1)c1ccc(S(=O)(=O)N2CCOCC2)cc1
5: Cn1c(=O)cc(NCc2ccccc2)[nH]c1=O
6: Cc1nc(-c2cccc(S(=O)(=O)N3CC(C)OC(C)C3)c2)cs1 (configuration not stated)

screen / no.	1	2	3	4	5	6
CAL PDZ inh	-3.5	-0.9	/	-2.6	-1.4	-1.7
phage Ecoli inh	3.8	1.2	1.8	-0.5	2.0	4.7
AddAB inh	-0.1	2.3	/	2.2	-0.2	0.4
PfHsp90 set2	3	/	-5	-2	20	15
E coli growth	1.5	0.6	/	1.6	-0.7	-0.8
PvdQ acylase	-24	-6	-19	-24	2	-17
Wnt act	-5	21	/	/	-2	-1
Tat transport	-6	4	-1	-8	-2	-1
DAGLB inhibitor	1	-9	1	-1	-2	-2
Rtt109 Vps75	1	-2	7	-3	22	-5

From compound 3 as far as 4, copied from above:
3: COc1ccccc1NC(=O)CN1CCN(S(=O)(=O)c2ccc(Br)cc2)CC1
4: O=C(Nc1nc(-c2cccnc2)cs1)c1ccc(S(=O)(=O)N2CCOCC2)cc1

screen / no.	3	4
CAL PDZ inh	/	-2.6
phage Ecoli inh	1.8	-0.5
AddAB inh	/	2.2
PfHsp90 set2	-5	-2
E coli growth	/	1.6
PvdQ acylase	-19	-24
Wnt act	/	/
Tat transport	-1	-8
DAGLB inhibitor	1	-1
Rtt109 Vps75	7	-3

The list goes on.
7: Cc1ccc(-n2ncc3c(NCc4ccco4)ncnc32)c(C)c1
8: Cc1ccc(NC(=O)CN2C(=O)S/C(=C/c3ccc(-c4cccc(C(=O)O)c4)o3)C2=O)cc1
9: COC(=O)[C@]1(Cc2ccccc2)N[C@H](CN(C)C(=O)Nc2ccc(C)cc2)[C@@H]2C(=O)N(C)C(=O)[C@@H]21
10: CC(=O)Nc1ccc(NC(=O)CSc2nnc(COc3ccccc3C)n2CC2CCCO2)cc1 (configuration not stated)
11: c1ccc(OCc2nc3c4c(ncn3n2)-c2ccccc2CC42CCCC2)cc1
12: Cc1noc(C)c1COC(=O)CCCc1nc2ccccc2s1

screen / no.	7	8	9	10	11	12
CAL PDZ inh	-1.9	0.7	0.4	-0.6	-0.2	1.9
phage Ecoli inh	2.5	4.4	2.2	1.4	6.6	0.3
AddAB inh	0.4	/	1.3	0.2	1.2	0.2
PfHsp90 set2	-6	0	16	4	-7	-11
E coli growth	-2.4	/	-0.4	-1.0	-0.3	0.7
PvdQ acylase	-12	-8	0	9	-1	2
Wnt act	-1	1	2	-2	-5	/
Tat transport	6	-7	2	1	4	-6
DAGLB inhibitor	-3	1	-1	-1	-8	-2
Rtt109 Vps75	-11	-2	-3	35	0	11

13: C=CCC1(C)C(=O)N(c2ccccc2)c2ccccc21 (configuration not stated)
14: COc1ccc(/C(C)=N/NC(=O)c2cc(C)[nH]n2)c(OC)c1
15: CCOC(=O)c1ccc(-n2c(CN(CC)CC)nc3ccc([N+](=O)[O-])cc3c2=O)cc1
16: Cc1oc2c(F)c(F)c(F)c(F)c2c1S(=O)(=O)Nc1cccc(C(F)(F)F)c1
17: O=C(Nc1ncccn1)C12CC3CC(CC(C3)C1)C2
18: CCCCn1c(=O)nc2n(-c3ccc(Cl)cc3)c3ccccc3cc-2c1=O

screen / no.	13	14	15	16	17	18
CAL PDZ inh	-0.3	0.4	-0.7	-1.7	/	-0.5
phage Ecoli inh	3.5	-0.6	0.0	4.5	3.0	1.4
AddAB inh	0.3	1.7	2.2	4.1	0.8	-1.7
PfHsp90 set2	-25	5	-10	-14	/	-10
E coli growth	0.3	-0.6	-3.4	-0.7	-3.3	0.9
PvdQ acylase	4	-1	-2	11	/	-12
Wnt act	/	-2	-4	-5	-1	1
Tat transport	-17	-1	23	3	/	6
DAGLB inhibitor	-5	-1	5	-3	/	-2
Rtt109 Vps75	4	-2	0	12	/	2

19: O=C(CN1CCCCC1)Nc1nnc(-c2ccccc2)s1
20: CCCCN1C(=O)C(=O)N(CC(=O)Nc2cc(OCC)c(N3CCOCC3)cc2OCC)C1=O
21: O=C(CSc1nc(N2CCCCC2)nc(N2CCCCC2)n1)Nc1nccs1
22: COc1ccccc1C(=O)NCC(=O)OCC(=O)Nc1nnc(-c2ccccc2)o1
23: CN1CCN(S(=O)(=O)c2ccc(N3CCN(S(=O)(=O)/C=C/c4ccccc4)CC3)nc2)CC1
24: CCOc1ccc(CN(C)C(=O)CN2C(=O)NC3(CCCc4ccccc43)C2=O)cc1 (configuration not stated)

screen / no.	19	20	21	22	23	24
CAL PDZ inh	0.3	-0.1	0.4	-1.6	-1.1	0.0
phage Ecoli inh	-1.6	1.6	3.4	0.1	-1.5	1.1
AddAB inh	4.0	1.4	1.8	0.9	2.7	0.8
PfHsp90 set2	/	14	-5	/	-4	/
E coli growth	-0.7	-0.2	-4.5	-1.0	0.1	-1.8
PvdQ acylase	-3	3	6	-3	-15	-13
Wnt act	5	-1	0	13	-4	-2
Tat transport	4	-5	0	-11	-5	-14
DAGLB inhibitor	0	0	0	-2	1	1
Rtt109 Vps75	-1	0	3	-1	-14	2

25: COc1ccc(N(CC(=O)NCCSC2CCCCC2)S(=O)(=O)c2ccccc2)cc1OC
26: O=C1C(Cc2ccc(O)cc2)NC(=S)N1C1CCCCC1 (configuration not stated)
27: N/C(=N\OC(=O)c1cccc2ccccc12)c1cccnc1
28: C=CCSc1nc2c(c(=O)[nH]1)C(c1ccccc1)C(C#N)=C(N)O2 (configuration not stated)
29: O=C(CSc1nnc(-c2cc3ccccc3cc2O)n1Cc1ccco1)c1ccc(F)cc1
30: O=S(=O)(Nc1cccnc1)c1cccs1

screen / no.	25	26	27	28	29	30
CAL PDZ inh	0.5	-2.1	-3.6	-0.5	19	0.2
phage Ecoli inh	-0.3	2.8	2.6	-1.1	2.2	1.4
AddAB inh	3.4	-2.0	1.6	0.7	5.8	2.5
PfHsp90 set2	2	-4	5	-5	-38	6
E coli growth	0.2	-0.6	-2.3	-1.1	1.4	-0.7
PvdQ acylase	9	-4	3	-6	-9	-9
Wnt act	0	1	45*	1	-7	2
Tat transport	2	3	-6	-5	-3	2
DAGLB inhibitor	1	-2	-7	0	5	2
Rtt109 Vps75	-1	12	23	3	7	-9

31: COc1ccc(NS(=O)(=O)c2cccs2)c(OC)c1
32: CCC(=O)N1CCN(c2ccc(NC(=S)NC(=O)COc3ccccc3)cc2)CC1
33: COc1ccc([N+](=O)[O-])cc1NC(=O)C1CCCO1 (configuration not stated)
34: CCCSC1C(C)=C(C)C(=O)N1Cc1ccccc1 (configuration not stated)
35: CCc1ccccc1NC(=S)N(CCN(C)C)C(C)c1cccnc1 (configuration not stated)
36: O=C(COC(=O)CCc1c[nH]c2ccccc12)Nc1ccccc1

screen / no.	31	32	33	34	35	36
CAL PDZ inh	-0.5	-1.5	-1.4	-0.1	0.1	-2.2
phage Ecoli inh	1.6	0.1	-1.1	0.5	1.9	5.6
AddAB inh	0.6	1.2	4.6	2.9	1.4	/
PfHsp90 set2	10	-50	-5	2	-4	/
E coli growth	-2.3	1.1	4.3	0.6	1.2	/
PvdQ acylase	-13	-6	8	-16	-4	5
Wnt act	/	-1	0	0	1	-1
Tat transport	0	-1	-3	-1	5	-2
DAGLB inhibitor	1	-2	0	1	1	-2
Rtt109 Vps75	4	-5	1	-4	1	4

37: CC(OC(=O)c1ccc(Cl)nc1)C(=O)Nc1ccc2c(c1)OCO2 (configuration not stated)
38: O=C(Nc1cccc(S(=O)(=O)NC2=NCCCCC2)c1)c1ccc(Cl)cc1
39: CC(=O)c1cccc(N2C(=O)Nc3ccccc3N2O)c1
40: COCc1cc(C)nc(N)c1C#N
41: Cc1ccccc1/C(N)=N/OC(=O)c1ccc(F)cc1
42: COc1ccc(C)cc1NC(=O)c1c([N+](=O)[O-])cnn1C

screen / no.	37	38	39	40	41	42
CAL PDZ inh	1.2	-1.7	-2.9	/	0.0	-0.7
phage Ecoli inh	2.3	6.2	4.6	2.8	5.3	-0.4
AddAB inh	0.3	/	-1.6	4.8	0.4	0.7
PfHsp90 set2	-26	9	/	20	-7	-15
E coli growth	-0.7	/	-3.6	3.4	-0.7	-2.8
PvdQ acylase	-18	-16	-8	-13	-6	-3
Wnt act	-2	-9	-4	0	8	2
Tat transport	-1	6	-3	0	-3	-3
DAGLB inhibitor	1	-1	2	-3	-13	-3
Rtt109 Vps75	0	6	-7	3	/	-1

43: Cc1ccc(CNC(=O)c2cn(C)c(=O)c3c2c2ccccc2n3C)o1
44: CCOc1cccc(C(=O)NNC(=O)C2C3C=CC(C3)C2C(=O)O)c1 (configuration not stated)
45: CCc1ccc(Nc2nnc(SCC(=O)Nc3cccc(S(=O)(=O)NC4=NCCCCC4)c3)s2)cc1
46: CCN(Cc1cc2ccccc2[nH]c1=O)S(=O)(=O)c1ccc(OC)cc1
47: CC(C)NC(=S)NN=C1CCC(c2ccccc2)CC1 (configuration not stated)
48: O=C(Nc1ccc(Cl)cc1)C(c1ccccc1)N(CCO)CCO (configuration not stated)

screen / no.	43	44	45	46	47	48
CAL PDZ inh	-0.6	-1.3	-1.3	-3.3	-1.8	0.3
phage Ecoli inh	2.0	3.8	1.7	2.0	0.9	1.9
AddAB inh	2.3	1.1	5.2	1.2	1.5	2.6
PfHsp90 set2	/	11	1	-6	-9	/
E coli growth	1.2	1.9	-2.8	0.2	-1.5	-1.0
PvdQ acylase	3	3	-7	-15	-7	-9
Wnt act	3	-2	/	-1	-2	/
Tat transport	-1	1	7	6	4	-2
DAGLB inhibitor	0	-4	4	0	1	0
Rtt109 Vps75	9	16	3	11	-8	-1

Single records (already shown):
Record of CCCCn1c(=O)nc2n(-c3ccc(Cl)cc3)c3ccccc3cc-2c1=O → CAL PDZ inh: -0.5; phage Ecoli inh: 1.4; AddAB inh: -1.7; PfHsp90 set2: -10; E coli growth: 0.9; PvdQ acylase: -12; Wnt act: 1; Tat transport: 6; DAGLB inhibitor: -2; Rtt109 Vps75: 2
Record of C=CCSc1nc2c(c(=O)[nH]1)C(c1ccccc1)C(C#N)=C(N)O2 (configuration not stated) → CAL PDZ inh: -0.5; phage Ecoli inh: -1.1; AddAB inh: 0.7; PfHsp90 set2: -5; E coli growth: -1.1; PvdQ acylase: -6; Wnt act: 1; Tat transport: -5; DAGLB inhibitor: 0; Rtt109 Vps75: 3
Record of O=C(COC(=O)CCc1c[nH]c2ccccc12)Nc1ccccc1 → CAL PDZ inh: -2.2; phage Ecoli inh: 5.6; AddAB inh: /; PfHsp90 set2: /; E coli growth: /; PvdQ acylase: 5; Wnt act: -1; Tat transport: -2; DAGLB inhibitor: -2; Rtt109 Vps75: 4

(list continues)
49: O=C(COc1ccccc1)Nc1ccccc1Cl
50: Cc1ccc(NC(=O)CN(C(=O)N2CCN(C)CC2)S(=O)(=O)c2ccc(C)cc2)cc1
51: CC(=O)Oc1ccc(N(c2ccccc2)S(=O)(=O)c2ccc(C)cc2)cc1
52: O=C(O)c1ccc(CSc2ccccn2)cc1

screen / no.	49	50	51	52
CAL PDZ inh	-1.6	-1.1	-3.3	/
phage Ecoli inh	2.8	-1.5	-2.3	5.5
AddAB inh	3.5	-0.3	-0.9	4.0
PfHsp90 set2	12	/	19	20
E coli growth	3.0	0.8	-1.5	2.4
PvdQ acylase	-8	-6	-18	-11
Wnt act	?	2	-1	-1
Tat transport	-5	-2	4	-1
DAGLB inhibitor	-9	-1	-3	1
Rtt109 Vps75	0	-4	-4	-4
